Source: PubChem
SSB-PriA inh: inhibitors of Klebsiella pneumoniae PriA binding to SSB C-terminal tail, primary screen, biochemical, AlphaScreen. 0.6% of 430,000 active. inhibition, % at 33 µM. PriA–SSB C-terminal tail interaction (Klebsiella pneumoniae). AlphaScreen SSBct-PriA binding, biotinylated peptide; in the data active = inhibition mostly above about 37%, no sharp cut-off; inactive = mostly below about 20%;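 also: plate controls were negative control peptide for no effect and reference peptide for full effect; strong numbers were not always called active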
Rv3671c inh: Rv3671c serine protease inhibitors, primary screen, biochemical, fluorescence polarization, M. tuberculosis H37Rv. inhibition, % at 5.96 µM. 0.048% of 320,000 active. P9WHR9; in the data active = inhibition above about 38%;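 also: extracellular domain of Rv3671c used as enzyme; 0% = enzyme with DMSO and 100% = no enzyme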
Target sequence (P9WHR9 whole entry, looked up, the tested form may be a part): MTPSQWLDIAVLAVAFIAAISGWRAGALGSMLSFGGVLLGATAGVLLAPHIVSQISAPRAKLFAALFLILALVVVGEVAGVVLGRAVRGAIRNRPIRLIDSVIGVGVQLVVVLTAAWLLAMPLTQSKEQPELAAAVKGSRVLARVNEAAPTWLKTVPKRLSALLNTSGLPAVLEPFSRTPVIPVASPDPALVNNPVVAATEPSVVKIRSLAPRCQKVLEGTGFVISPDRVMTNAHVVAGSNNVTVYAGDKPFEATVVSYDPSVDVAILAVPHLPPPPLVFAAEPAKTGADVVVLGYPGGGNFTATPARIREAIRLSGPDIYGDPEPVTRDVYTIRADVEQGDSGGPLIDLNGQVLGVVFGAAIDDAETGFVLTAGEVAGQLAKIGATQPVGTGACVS
DUSP3 inh: VHR1 phosphatase inhibitors, primary screen, biochemical, absorbance, uHTS. 0.52% of 290,000 active. inhibition, % at 13.3 µM. AID 1654, 2009. Dual specificity protein phosphatase 3 (Homo sapiens), P51452. recombinant VHR phosphatase, pNPP absorbance; in the data active = inhibition above about 50%; also: some compounds called inactive have numbers as strong as hits
Target sequence (P51452 whole entry, looked up): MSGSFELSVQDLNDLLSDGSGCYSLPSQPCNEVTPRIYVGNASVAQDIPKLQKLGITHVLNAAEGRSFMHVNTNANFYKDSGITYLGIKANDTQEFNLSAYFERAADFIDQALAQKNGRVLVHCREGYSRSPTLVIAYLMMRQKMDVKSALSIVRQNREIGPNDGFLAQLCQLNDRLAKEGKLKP
Anthrax LF prot: Bacillus anthracis LF protease inhibitors, primary screen, biochemical, multiplex microsphere, MLPCN library; Lethal factor (Bacillus anthracis), P15917; multiplex microsphere protease cleavage assay; inhibition, % at 10 µM; 0.12% of 360,000 active; in the data active = inhibition above about 30%; inconclusive = no clear call, values can overlap the other calls; also: plate controls were buffer without enzyme for full effect and enzyme alone for no effect
TcdB inh: TcdB glycohydrolase inhibitors, primary screen, biochemical, single point, plate reader | TcdB glycohydrolase enzymatic assay | inhibition, % at 9.99 µM | 0.24% of 350,000 active; in the data active = inhibition above about 10%
PfHsp40 rescue: rescue of yeast from PfHsp40 toxicity, primary screen, S. cerevisiae, ATP luminescence | AID 504582, 2011 | S. cerevisiae expressing PfHsp40, growth rescue | growth rescue, % at 12.5 µM | 0.68% of 340,000 active; in the data active = growth rescue above about 28%, passing the limit was not always enough; inconclusive = no clear call, values can overlap the other calls;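 also: yeast W303a lacking pdr1 and pdr3 grown in galactose medium; growth measured after three days at 30 °C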
MazEF act: activators of E. coli MazEF toxin-antitoxin RNase, primary screen, biochemical, fluorescence, uHTS | 0.32% of 350,000 active | activation, % at 20 µM | Endoribonuclease toxin MazF (Escherichia coli (strain K12)), P0AE70 | FAM/BHQ RNA-DNA oligo cleavage fluorescence, 5 h; in the data active = activation above about 50%
Target sequence (P0AE70 whole entry, looked up): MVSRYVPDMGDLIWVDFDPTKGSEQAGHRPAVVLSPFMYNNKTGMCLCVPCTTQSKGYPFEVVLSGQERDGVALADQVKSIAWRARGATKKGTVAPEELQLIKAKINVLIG
3CLpro inhibitor: SARS-CoV 3CLpro protease inhibitors, primary screen, biochemical, quenched FRET; recombinant SARS-CoV 3CLpro, quenched FRET peptide cleavage; inhibition, % at 6 µM; 0.14% of 290,000 active; AID 1706, 2009; in the data active = inhibition above about 12%
BH1578 lux ind: inducers of Vibrio cholerae quorum light production without autoinducers, primary screen, BH1578 luxS cqsA deficient, single point | AID 588436, 2011 | activation, % at 18.7 µM | V. cholerae BH1578 lux reporter, luminescence, 6 h | 0.16% of 350,000 active; in the data active = activation mostly above about 9.7%, no sharp cut-off; inconclusive = no clear call, values can overlap the other calls; inactive = mostly below about 3.7%; also: not every result past the cut was called active; inactives centre near 0; reference of the scale not given here
Yp Topo-I inh: Yersinia pestis topoisomerase I inhibitors, primary screen, biochemical, cleavage product accumulation, plate reader, single point. activity, % at 10 µM. DNA topoisomerase I (Yersinia pestis CO92). 0.064% of 360,000 active. Y. pestis Topo-I cleavage product accumulation; in the data active = activity above about 50%, passing the limit was not always enough; inconclusive = no clear call, values can overlap the other calls; also: inactives centre near 2
Active calls of the source: *; i = inactive; ? = inconclusive; / = not tested or not shown; & = joins results of further samples. Some of the compounds tested, so the mix of outcomes need not match the whole.

SMILES	SSB-PriA inh	Rv3671c inh	DUSP3 inh	Anthrax LF prot	TcdB inh	PfHsp40 rescue	MazEF act	3CLpro inhibitor	BH1578 lux ind	Yp Topo-I inh
CNS(=O)(=O)c1cc(C(=O)OCC(=O)NC2CCCc3ccccc32)ccc1Cl (stereo not drawn)	-4	1	3	1	-1.2	1.0	9	-1	-0.3	5
COc1ccc(CNC(=O)O[C@H]2CN(C(=O)OC(C)C)N(C(=O)OC(C)C)[C@@H]3CN(S(=O)(=O)c4ccc(C)cc4)C[C@]23O)cc1OC	/	/	/	3	4.2	/	10	/	-0.4	27
O=C1c2ccccc2C(=O)N1CCc1csc(-c2cccc(Cl)c2)n1	-40	-6	-4	16	/	-1.5	6	-3	/	20
CCOc1ccc(-c2noc(CCCC(=O)NC3CCCCC3)n2)cc1OC	-6	-4	12	8	1.4	-0.5	4	0	-0.5	16
COc1ccc(NC(=O)C(=O)c2cn(CC(=O)N3CCOCC3)c3ccccc23)cc1OC	-5	9	27	-2	2.3	1.6	6	-8	-1.2	11
NC(=O)[C@@H]1CCCNc2c(F)cc([N+](=O)[O-])cc2C(=O)N[C@@H](CCC(=O)O)C(=O)N[C@@H](CO)C(=O)N1	3	7	0	-3	1.4	-2.3	12	1	5.0	6
COc1ccc(CC2NCCC3=CC(=O)CCC32)cc1O (stereo not drawn)	2	2	/	5	8.3	0.1	5	/	i	-2
Cc1nc2ccccn2c1C(=O)NNC(=S)Nc1ccccc1	-13	6	19	-10	1.4	0.9	4	5	-1.1	-17
Cc1cc(C(=O)CN2C(=O)NC(C)(c3ccccc3)C2=O)c(C)n1CC1CCCO1 (stereo not drawn)	6	3	34	-2	/	0.4	-4	-1	-3.7	5
O=C(CSc1nnc(CCCOc2ccc(Cl)cc2Cl)o1)Nc1ccc(C(=O)O)cc1	-5	-13	-8	-1	/	-0.6	0	5	-0.2	9
NC(CCc1ccccc1)c1csc(Nc2nncc3ccccc23)n1 (stereo not drawn)	/	/	/	-7	-11	/	/	/	i	-21
CCn1c(SCC(=O)c2cc(C)ccc2C)nc2cc(S(=O)(=O)N3CCOCC3)ccc21	-4	-13	9	-1	0.4	1.8	-5	-1	-0.7	30
CCCc1cc(=O)oc2cc(C)cc(OCC(=O)N3CCC(C(=O)O)CC3)c12	-3	-4	12	-7	-1.5	-0.2	-1	-4	-0.9	5
COc1ccc(NC(=O)C2CCCN2S(=O)(=O)c2ccc(Cl)cc2)cc1 (stereo not drawn)	-2	3	8	-8	-3.2	0.3	3	-6	i	4
BrC(/C=N/N1CCN(Cc2ccccc2)CC1)=C/c1ccccc1	i	-5	26	22	0.4	1.6	-2	-3	-1.9	10
CCN(Cc1nc2cc(Cl)ccc2c(=O)[nH]1)C(=O)c1cc2c(s1)CCCCC2	8	/	/	/	1.3	-0.1	-7	/	-1.7	-10
CC(C(=O)Nc1cccnc1)n1cc([N+](=O)[O-])cn1 (stereo not drawn)	-8	-2	12	-5	-0.7	-1.0	3	2	1.0	5
O=C(CN1C(=O)COc2ccccc21)N1CCN(c2ccccc2F)CC1	-10	-3	4	-2	0.2	83*	5	8	-0.2	6
CCCCOc1ccc(CN2CCC(O)CC2)cc1	2	-3	14	-3	/	-1.7	8	0	i	-2
COc1ccc(Br)cc1S(=O)(=O)n1c([N+](=O)[O-])cnc1C	-4	1	16	/	1.4	-0.9	3	4	0.4	4
COCCn1c(=O)[nH]c2cc(C(=O)NCC3CCCO3)ccc2c1=O (stereo not drawn)	-8	-7	26	5	/	0.0	5	-1	i	-5
CCN(CC)S(=O)(=O)c1ccccc1/C=N\O	/	-4	0	0	/	-0.6	-10	-2	-0.4	-1
CCOC(=O)NC1(C(F)(F)F)C(=O)N(Cc2ccccc2)C2=C1C(=O)CC(C)(C)C2 (stereo not drawn)	-6	-1	21	-4	/	-0.1	1	-4	i	-12
COC(=O)c1ccc(OCCN2C3=NCCN3c3ccccc32)cc1	-10	8	-12	-2	/	-1.0	8	-4	-0.6	-1
COCn1c(-c2cccc(Br)c2)nc2ccccc21	-14	-10	12	-5	/	0.6	0	5	i	7
Cc1cc(CNC(=O)c2cccc(OC3CCN(S(=O)(=O)N(C)C)CC3)c2)on1	-3	0	-33	-4	1.2	-0.8	5	4	i	1
O=C(NCC(c1ccco1)N1CCN(c2ccccc2)CC1)c1ccc2c(c1)OCO2 (stereo not drawn)	8	10	8	-3	0.3	1.2	-7	-4	-0.6	14
Cc1cc(CC(C)C)n(-c2nc3ccccc3c(=O)n2OCC(N)=O)n1	0	6	18	-4	/	0.2	0	1	i	-9
COc1ccc2[nH]c(=O)c(C(c3nnnn3C3CCCC3)N3CCN(Cc4ccc5c(c4)OCO5)CC3)cc2c1 (stereo not drawn)	15	-2	2	-4	/	0.5	-18	-3	-0.2	3
CCc1ccc(Nc2n[n+](-c3ccccc3)c(-c3ccc(C(=O)O)cc3)s2)cc1	-5	-5	17	4	1.3	0.6	4	-4	-11	7

Structures shown so far with a COOH group, in the order listed:
SMILES	SSB-PriA inh	Rv3671c inh	DUSP3 inh	Anthrax LF prot	TcdB inh	PfHsp40 rescue	MazEF act	3CLpro inhibitor	BH1578 lux ind	Yp Topo-I inh
NC(=O)[C@@H]1CCCNc2c(F)cc([N+](=O)[O-])cc2C(=O)N[C@@H](CCC(=O)O)C(=O)N[C@@H](CO)C(=O)N1	3	7	0	-3	1.4	-2.3	12	1	5.0	6
O=C(CSc1nnc(CCCOc2ccc(Cl)cc2Cl)o1)Nc1ccc(C(=O)O)cc1	-5	-13	-8	-1	/	-0.6	0	5	-0.2	9
CCCc1cc(=O)oc2cc(C)cc(OCC(=O)N3CCC(C(=O)O)CC3)c12	-3	-4	12	-7	-1.5	-0.2	-1	-4	-0.9	5
CCc1ccc(Nc2n[n+](-c3ccccc3)c(-c3ccc(C(=O)O)cc3)s2)cc1	-5	-5	17	4	1.3	0.6	4	-4	-11	7

New compounds follow
SMILES	SSB-PriA inh	Rv3671c inh	DUSP3 inh	Anthrax LF prot	TcdB inh	PfHsp40 rescue	MazEF act	3CLpro inhibitor	BH1578 lux ind	Yp Topo-I inh
Nc1c(Cl)ncnc1N1CCN(c2ncnc(Cl)c2N)CC1	-5	-14	-6	0	-0.1	3.1	-12	-2	-0.2	1
Cc1ccc(C)c(-c2nnc(NC(=O)c3ccco3)o2)c1	9	3	/	5	-0.2	5.3	-4	/	0.0	5
Cc1c(Br)c([N+](=O)[O-])nn1CC(=O)NCc1ccccn1	-21	2	29	-2	/	-0.5	-1	7	i	0
CCOC(=O)CSc1ncnc2c1cnn2-c1ccc(C)cc1C	-18&-7	-1	6	0	-1.3	0.6	3	0	2.8	7
Cc1nc2ccc(N)cc2c(=O)n1Cc1ccc(Cl)cc1	8	-9	10	-2	/	1.1	-5	2	-0.2	4
O=C(N/N=C\c1ccc(-c2ccccc2[N+](=O)[O-])o1)C1COc2cc3ccccc3cc2O1 (stereo not drawn)	/	-40	11	-6	/	-1.4	13	5	0.5	-8
Cc1ccc(C)c(S(=O)(=O)Nc2ccc(C(=O)NCCCN3CCOCC3)cc2)c1	-1	-1	/	-4	1.2	0.9	5	/	-2.0	-4
Cc1ccc(C(=O)OCC(=O)NC(=O)c2cccn2C)cc1[N+](=O)[O-]	-4	-2	25	1	0.8	0.8	12	0	-0.4	0
CCOC(=O)Nc1ccccc1N1C(=O)c2ccccc2C1=O	17	1	4	-1	/	-0.8	11	6	-0.3	6
COc1cc(C(C)=O)ccc1OCC(=O)Nc1ccc(Cl)c(S(=O)(=O)N2CCOCC2)c1	0	-7	/	4	0.1	0.9	6	/	i	9
COc1ccc(CCNC(=O)C2CCN(S(=O)(=O)c3ccc(F)cc3)CC2)cc1	-14	2	-4	/	0.8	0.4	0	-5	-1.3	3
Cn1cc(Br)c(C(=O)NN2C(=O)C3C(C2=O)C2C=CC3C23CC3)n1 (stereo not drawn)	2	5	5	0	-0.1	-0.7	-2	-1	-0.4	3
Cc1cccc(Nc2ccc3nonc3c2[N+](=O)[O-])c1C	-7	5	10	-7	2.7	-2.1	3	2	2.9	-4
CCc1ccc(C(=O)NCC2COc3ccccc3O2)o1 (stereo not drawn)	-18	-7	1	-6	/	-0.3	9	0	-0.4	6
OCCC1CN(Cc2cnc(-c3ccc(Cl)cc3)nc2)CCN1C1CCCCC1 (stereo not drawn)	-1	4	25	-7	1.8	1.6	6	-4	i	4

Profiles, quoted from the list:
CCOC(=O)Nc1ccccc1N1C(=O)c2ccccc2C1=O in the list: SSB-PriA inh: 17; Rv3671c inh: 1; DUSP3 inh: 4; Anthrax LF prot: -1; TcdB inh: /; PfHsp40 rescue: -0.8; MazEF act: 11; 3CLpro inhibitor: 6; BH1578 lux ind: -0.3; Yp Topo-I inh: 6
COc1cc(C(C)=O)ccc1OCC(=O)Nc1ccc(Cl)c(S(=O)(=O)N2CCOCC2)c1 in the list: SSB-PriA inh: 0; Rv3671c inh: -7; DUSP3 inh: /; Anthrax LF prot: 4; TcdB inh: 0.1; PfHsp40 rescue: 0.9; MazEF act: 6; 3CLpro inhibitor: /; BH1578 lux ind: i; Yp Topo-I inh: 9

An excerpt from above, showing only PfHsp40 rescue.
SMILES | PfHsp40 rescue
Cc1nc2ccc(N)cc2c(=O)n1Cc1ccc(Cl)cc1 | 1.1
O=C(N/N=C\c1ccc(-c2ccccc2[N+](=O)[O-])o1)C1COc2cc3ccccc3cc2O1 (stereo not drawn) | -1.4
Cc1ccc(C)c(S(=O)(=O)Nc2ccc(C(=O)NCCCN3CCOCC3)cc2)c1 | 0.9
Cc1ccc(C(=O)OCC(=O)NC(=O)c2cccn2C)cc1[N+](=O)[O-] | 0.8

Carrying on:
SMILES	SSB-PriA inh	Rv3671c inh	DUSP3 inh	Anthrax LF prot	TcdB inh	PfHsp40 rescue	MazEF act	3CLpro inhibitor	BH1578 lux ind	Yp Topo-I inh
CCOc1cccc(-c2c(C(=O)N/N=C/c3ccoc3)nnn2-c2nonc2N)c1	/	-4	10	-2	1.4	1.0	13	1	i	11
Cc1cc(C(=O)NCC(=O)Nc2c(C)cccc2C)c(C)o1	-5	-10	2	-3	0.3	1.0	-5	1	0.0	-4
COc1cccc(CN(C)C(=O)c2csc3c2CCCC3)c1OC	-8	-3	22	-9	0.9	-0.3	1	1	i	10
CCOC(=O)c1sc(N)nc1C(C)C	-3	-3	17	1	/	0.6	4	-3	-0.4	3
Cc1ccc(S(=O)(=O)N(C)CC(=O)NCCc2c[nH]c3ccccc23)cc1	5	2	30	0	1.0	-1.3	-2	-2	-0.3	-12
CC(=O)c1ccc(OCCCC(=O)NC2CCCc3ccccc32)cc1 (stereo not drawn)	-2	5	-26	-1	-1.3	-0.6	8	-2	-1.5	8
CN(C)c1cc[n+](CC(=O)N2c3ccccc3Sc3ccccc32)cc1	1	16	7	-6	0.5	-0.3	4	1	-0.3	3
Cc1csc2c(=O)sc(NC(=O)c3cccs3)nc12	-8	-12	0	?	0.3	1.2	6	0	-0.6	-2
CCOCc1c(C(=O)NCC(c2ccco2)N2CCCC2)oc2ccccc12 (stereo not drawn)	-7	3	/	0	0.6	-1.8	-4	/	i	2
CC1=C(C(=O)N(C)C)CC(CC(=O)NCc2ccco2)C(=O)N1Cc1ccccc1 (stereo not drawn)	/	/	/	-1	-0.1	/	3	/	-0.4	-3
